# KB-3-1 tox: KB-3-1 parental cell cytotoxicity. KB-3-1 viability, CellTiter-Glo ATP luminescence, 72 h. Potency, µM (doses to about 46.1 µM), inactives show at the highest dose activity change, negative = cytotoxic, usual class: cytotoxic. 400,000 tested, 1.4% active. AID 1347075; also: % is scaled to controls: 0 for no effect and ±100 for the full control effect; nearly all actives have a fitted effect of over 60% in size
#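 Luminescent ATP read-out (CellTiter-Glo) measures survival of drug-naive KB-3-1 cells after 72 h compound exposure at 37 °C. Titration series was screened from lowest to highest concentration, with DMSO vehicle plates as background controls.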
# KB-V1 cytotox: KB-V1 MDR subline cytotoxicity; KB-V1 MDR cells viability, CellTiter-Glo, 72 h; Potency, µM (highest dose often 46.1 µM), without a hit: at the top dose activity change, negative = cytotoxicity, actives largely listed as cytotoxic; 400,000 tested, 3.4% active; also: % is scaled to controls: 0 for no effect and ±100 for the full control effect; nearly all actives have a fitted effect of over 60% in size
#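 KB-V1 cells (P-gp-expressing MDR subline of KB-3-1) in phenol-red-free DMEM with 10% FBS were exposed to library compounds over a concentration series for 72 h at 37 degrees C. Viability read by CellTiter-Glo luminescence; concentration-effect curves fitted after normalization.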
# GLP1R ag: activates the human GLP-1 receptor | 380,000 tested, 0.007% active | Potency, µM (titrated, usually from 45.6 µM), without a hit: top-dose activation, hits mostly activators | HEK293 GLP-1R CRE-luciferase, luminescence, 4-6 h; cells express a hypersensitive GLP-1R form | AID 624172; also: % of control where 0% means no effect
# Target sequence (P43220 whole entry, looked up): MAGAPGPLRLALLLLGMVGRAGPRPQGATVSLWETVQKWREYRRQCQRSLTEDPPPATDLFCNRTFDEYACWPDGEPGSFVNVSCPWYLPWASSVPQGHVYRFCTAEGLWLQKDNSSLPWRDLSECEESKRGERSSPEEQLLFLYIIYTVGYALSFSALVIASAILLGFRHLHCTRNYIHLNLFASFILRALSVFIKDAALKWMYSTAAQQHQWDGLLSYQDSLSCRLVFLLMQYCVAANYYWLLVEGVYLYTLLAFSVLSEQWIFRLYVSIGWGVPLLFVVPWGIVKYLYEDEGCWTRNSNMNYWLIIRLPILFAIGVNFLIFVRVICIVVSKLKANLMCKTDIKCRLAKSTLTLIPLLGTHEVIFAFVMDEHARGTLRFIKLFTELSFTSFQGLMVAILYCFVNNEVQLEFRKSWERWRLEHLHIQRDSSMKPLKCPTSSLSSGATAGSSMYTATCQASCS
# HT1080NT lethal: kills 2HG-producing HT-1080-NT fibrosarcoma cells; HT-1080-NT fibrosarcoma viability, CellTiter-Glo ATP luminescence, 48 h; Potency, µM (titrated, usually from 46.1 µM), for the others: top-dose activity, negative = less viability, usual class: cytotoxic; 360,000 tested, 1.6% active;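 also: NT is the 2HG producing partner of a matched IDH1 knockdown line; 0% = DMSO-treated cells and -100% = media-only wells without cells; nearly all actives have a fitted effect of over 55% in size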
#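 Read-out is CellTiter-Glo luminescence after 10 minutes at room temperature, following 48 hours' compound treatment of HT-1080-NT cells (750 cells/well, RPMI, 5% FBS, 37 degrees C).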
# SW480 rerep: induces DNA re-replication in SW480 colon adenocarcinoma cells; AID 624297; SW480 DNA re-replication, Hoechst DNA content imaging, 48 h; 340,000 tested, 1.8% active; Potency, µM (top dose mostly 46.1 µM), without a hit: at the highest dose re-replication activation, actives largely listed as activators; also: % of control where 0% means no effect; nearly all actives have a fitted effect of over 55% in size
#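 Cells (250 per well) received 23 nL compound or DMSO by pin tool and were kept 48 hr at 37 C, 5% CO2. Nuclei were then stained with Hoechst for 40 min and scanned for DNA content.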
# TDP-43 yeast inh: inhibitors of TDP-43 toxicity in yeast; TDP-43 expressing yeast growth rescue, BacTiter-Glo, 24 h; Potency, µM (series often up to 46.1 µM), for the others: at the top dose growth rescue (activation), actives largely listed as activators; 410,000 tested, 1.8% active; also: % of control where 0% means no effect; nearly all actives have a fitted effect of over 50% in size
#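 Yeast expressing TDP-43 (pregrown in raffinose, seeded at OD600=0.02 in galactose medium) exposed to compounds 24 hr at 30 deg C. Growth read by BacTiter-Glo luminescence; rescue of toxicity appears as increased signal.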
# HEK293 tox: cytotoxicity counter-screen for GLP-1 receptor inverse agonists; 410,000 tested, 0.13% active; HEK293 cAMP-luciferase reporter cells, luminescence, 24 h; Potency, µM (titrated, usually from 38.3 µM), without a hit: top-dose activity change, negative = inhibition, usual class: inhibitors;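 also: loss of luciferase light is scored as toxicity; % is scaled to controls: 0 for no effect and ±100 for the full control effect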
#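 Step one: seed cells (200 cells/uL, DMEM with 10% Nu serum, 1% pen-strep). Step two: 12-hour incubation at 37 deg C. Step three: pin 23 nL compound, incubate 24 hr. Step four: add luciferase reagent, read luminescence 12 min later.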
# HT1080 IDH1KD tx: HT-1080 IDH1 knockdown cell toxicity (counter line). HT-1080 IDH1 knockdown viability, ATP luminescence, 48 h. Potency, µM (top dose mostly 46.1 µM), for inactives: at the highest dose activity, negative = toxicity, actives largely listed as cytotoxic. 360,000 tested, 2% active. AID 686971;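 also: 0% = DMSO wells and -100% = cell-free medium wells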
#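 % activity derives from luminescence (CellTiter-Glo), normalised to DMSO and no-cell wells. HT-1080-IDH1KD cells, 750/well, had 48 h compound exposure at 37 °C.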
# GLP1R inv ag: GLP-1 receptor (human) inverse agonism; P43220; Potency, µM (doses to about 38.3 µM), inactives show at the top dose activity change, negative = inhibition, hits mostly inhibitors; HEK293 GLP-1R CRE-luciferase, luminescence, 24 h; GLP-1R form is constitutively active; 410,000 tested, 1.6% active; also: % is scaled to controls: 0 for no effect and ±100 for the full control effect; nearly all actives have a fitted effect of over 55% in size
#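 HEK293 cells stably co-expressing a cAMP-responsive luciferase reporter and constitutively active GLP-1R were seeded, incubated 12 h, then exposed to compounds for 24 h at 37 C. Luminescence was read 12 min after detection reagent; inverse agonists lower signal.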
# The depositor's hits bear a star; ? = inconclusive; / = not tested or not shown; [ ] = remark or other dose. Calls follow the shape of the dose curve; as a rule, active = well fitted curve in the direction sought with a large enough effect; inconclusive = small, poorly fitted or top-dose-only effect, or another doubt; inactive = no such curve, though single readings can be large; an effect the other way counts as inactive or inconclusive. Potency is read from the fitted curve at half-maximal effect. No enrichment for hits; overall some 9.4% were active at least once.
Compound,KB-3-1 tox,KB-V1 cytotox,GLP1R ag,HT1080NT lethal,SW480 rerep,TDP-43 yeast inh,HEK293 tox,HT1080 IDH1KD tx,GLP1R inv ag
COc1cccc(C(=O)NCCS(=O)(=O)N2CCc3ccccc3C2)c1,25%,-19%,0%,6%,-9%,5%,9%,-2%,2%
Cc1csc2nc(CNC(=O)C3CC=CCC3C(=O)O)cn12 (stereo not given),-11%,-2%,-3%,2%,?,15%,1%,0%,0%
CCCNC(=O)c1cccc(Br)c1,-6%,-4%,4%,-1%,-3%,8%[9.22 µM],10%[7.66 µM],-2%,23%[7.66 µM]
CCOc1ccc(/C=N/Nc2cc(=O)n(C)c(=O)n2C)cc1,-2%,13%,1%,4%,2%,15%,4%,6%,6%
Cc1cc(C(=O)Cn2cnc3ccc(Cl)cc3c2=O)c(C)n1C1CC1,10%,0%,1%,21%,-5%,-48%[inhibitor],-17%,10%,16%
COc1ccc(N2CCN(S(=O)(=O)c3cccc(C(F)(F)F)c3)CC2)cc1,5%,9%,-7%,-1%,-2%,18%,3%,1%,9%
COc1ccc2oc(C(=O)OCC(=O)NC3(C#N)CCCC3)c(C)c2c1,6%,14%,-4%,1%,-1%,12%,1%,2%,4%
COc1ccc(NC(=O)NCCCCc2ccccc2)c(OC)c1,20%,-7%,9%,12%,-6%,25%,2%,8%,-47%
COc1ccccc1-c1nn(CCC(=O)Nc2cccc(C(C)=O)c2)c2nc(C)cc(C)c12,-4%,?,-1%,/,/,0%,2%,/,-27%
Cc1c(NS(=O)(=O)c2cccc([N+](=O)[O-])c2)c(=O)n(-c2ccccc2)n1C,-22%,-16%,2%,4%,0%,-5%,5%,2%,14%
CC(NC(=O)c1ccccc1Br)c1nnc(SCC(=O)NC2CCCCC2)n1C (stereo not given),2%,19%,4%,1%,?,1%,0%,11%,16%
Cc1ccc(NCc2ccccc2O)cc1,-3%,12%,10%,-4%,-12%,-4%,0%,?,0%
O=C(NCC(c1ccc(F)cc1)N1CCOCC1)c1cccc(Br)c1 (stereo not given),0%,-22%,-3%,-1%,-1%,-12%,-18%,0%,-13%
Cc1ccc(OC2CCN(C(=O)[C@H]3O[C@@H](n4ccc(=O)[nH]c4=O)[C@H](O)[C@@H]3O)CC2)cc1,0%,0%,0%,18%,/,-3%,2%,15%,27%
CC1CC(C)CN(C(=O)COC(=O)CCCN2C(=O)c3cccc4cccc(c34)C2=O)C1 (stereo not given),-14%,3%,9%,15%,2%,27%,4%,5%,9%
CC1CCN(C(=O)c2ccc(CSc3ccc(Cl)cc3)cc2)CC1,?,18µM*,2%,-4%,-2%,18%,-1%,-11%,-15%
O=C(c1ccc(C(F)(F)F)cc1)N1CCN(c2ccc(N3CCOCC3)nn2)CC1,2%,16µM*,13%,0%,-8%,1%,10%,-4%,?
O=C(c1cccc(-c2nnc(-c3ccccc3)o2)c1)N1CCCCC1,-2%,?,?,-12%,0%,21%,-4%,6%,10%
COc1ccc(C)cc1Nc1nc2c(S(=O)(=O)c3cc(C)ccc3C)nnn2c2ccsc12,10%,15%,/,/,/,8%,0%,/,-2%
COc1ccc(/C=C(\C#N)C(=O)OCC(=O)Nc2ccc(-c3nc4ccc(C)cc4s3)cc2)cc1,-1%,8%,2%,-3%,16%,1%,6%,-2%,-2%
Cc1ccc(S(=O)(=O)N(C)C)cc1NC(=O)COC(=O)/C(=C/c1ccc(F)cc1)c1cccs1,-23%,-27%,-1%,-24%,5%,-18%,-9%,-29%,10µM*
Cc1cccc(N2CCN(C(=O)CNC(=O)Cc3ccccc3)CC2)c1C,-7%,0%,0%,-1%,0%,24%,-27%,-10%,8%
CC(Sc1ccccc1F)C(=O)Nc1ccc2c(c1)OCCO2 (stereo not given),/,/,13%,-3%,0%,?,6%,4%,6%
COCCC(=O)N1CCc2c([nH]c3ccccc23)C1C(C)(C)C (stereo not given),2%,-1%,11%,-11%,-2%,-4%[0.397 µM],-7%,9%,?
O=C(O)c1cccc(S(=O)(=O)N2CCc3ccccc3C2)c1,-2%,?,2%,11%,-7%,-20%,-1%,11%,7%

# Carrying on.
Compound,KB-3-1 tox,KB-V1 cytotox,GLP1R ag,HT1080NT lethal,SW480 rerep,TDP-43 yeast inh,HEK293 tox,HT1080 IDH1KD tx,GLP1R inv ag
Cc1cc(Br)ccc1NC(=O)C1(S(=O)(=O)c2ccc(Cl)cc2)CC1,3%,17%,/,/,/,?,3%,/,-25%
COc1ccccc1CNC(=O)CCS(=O)(=O)c1cccc2nonc12,-1%,10%,-7%,3%,-3%,1%,2%,14%,2%
COc1ccc(NC(=O)CSc2nc3c([nH]c4ccccc43)c(=O)n2-c2ccccc2)c(OC)c1,17%,9%,/,/,/,0%,-2%,/,1%
CCN(CC)Cc1nc2c(c(=O)[nH]1)C1(CCCCC1)Cc1ccccc1-2,9%,-21%,1%,1%,?,-8%,3%,-5%,-6%
CN(CC(=O)Nc1ccccc1C(F)(F)F)C(=O)CSc1nnnn1C,4%,19%,8%,26%,-2%,-20%,-5%,20%,-11%
CN(CC(=O)Nc1cccc(F)c1)CC(=O)Nc1ccc(Cl)cc1[N+](=O)[O-],9%,18%,1%,11%,-7%,24%,-2%,2%,-2%
Oc1ccc2ccccc2c1C=Nc1ccccc1-c1nc2ccccc2[nH]1,6%,-20%,-4%,?,0%,-24%,?,-15%,-16%
N/C(Cc1cccc2ccccc12)=N\OC(=O)Cc1cccs1,-5%,-16%,-4%,-11%,-3%,?,5%,-4%,?
Cc1ccccc1Nc1cccc2nonc12,-2%,3%,1%,-2%,-39%[inhibitor],-6%,/,-14%,?
COc1ccc(CCCNC(=O)C2Cc3c(-c4cccc(NC(C)=O)c4)ccnc3O2)cc1 (stereo not given),6.5µM*,?,-5%,?,/,-23%,?,?,?
COc1ccc(OCC(=O)Nc2cccc(S(=O)(=O)N(C)c3ccccc3)c2)c([N+](=O)[O-])c1,-12%,-21%,-3%,0%[9.24 µM],-8%,6%,-5%,-7%,2%
COc1ccccc1CNC(=O)C1CCC(CNC(=O)[C@@H]2Cc3ccccc3CN2)CC1 (stereo not given in full),27%,-4%,5%,-7%,-3%,-4%,-5%,-4%,15%
CCN(C(=O)c1cc2cc(OC)ccc2oc1=O)c1cccc(C)c1,7%,0%,0%,6%,0%,-18%,3%,-2%,4%
CCC(C)N(C(=O)Cn1nc(C)c([N+](=O)[O-])c1C)C1CCS(=O)(=O)C1 (stereo not given),3%,-4%,-4%,-2%,-13%,-14%,8%,8%,9%
CC(NC(=O)Nc1cccc(Cl)c1)C(c1cccs1)N1CCCC1 (stereo not given),18%,6%,19%,-5%,?,-13%[0.397 µM],-12%,-1%,?
O=C(NCCN1CCOCC1)c1ccc2c(c1)N(Cc1ccccc1F)C(=O)c1ccccc1S2,-27%,-2%,0%,-24%,?,-12%,-4%,-24%,?
CCOc1ncccc1C(=O)OCC(=O)NCCc1ccc(OC)cc1,3%,-3%,18%,11%,0%,16%,5%,26%,12%
C=CCN(C(=O)CNC(=O)c1ccco1)C(C(=O)NC1CCCCC1)c1cccnc1 (stereo not given),15%,2%,0%,5%,-8%,-18%,0%,17%,-10%
CCOC(=O)c1ccccc1NC(=O)COC(=O)CCC(=O)c1ccc(C)cc1,-15%,1%,16%,-1%,-8%,4%,-1%,7%,15%
O=C(CCl)N1N=C(c2cccs2)CC1c1ccco1 (stereo not given),?,?,-19%,5.2µM*,12µM*,22µM*,-11%[0.307 µM],4.1µM*,-17%[0.307 µM]
O=C(COc1ccc(F)cc1)c1c(O)cc(O)cc1O,1%,-9%,2%,-2%,-1%,8%,14%,2%,19%
Cc1ccn2c(Nc3ccc4c(c3)OCCO4)c(-c3ccc(Cl)s3)nc2c1,-2%,21%,/,/,/,9%,-7%,/,9%
O=C(COc1ccccc1)NCC(=O)Nc1ccc(S(=O)(=O)NCc2ccco2)cc1,?,4%,-1%,-16%,-3%,5%,-21%,-14%,-27%
O=C(Nc1ccc2[nH]c(=O)[nH]c2c1)c1cc(F)c(F)cc1Cl,6%,4%,9%,12%,-2%,-25%,2%,1%,7%
O=C(CCSCCc1ccccn1)Nc1ccc(Cc2ccncc2)cc1,15%,-3%,20%,-21%,3%,-14%[0.397 µM],-2%,-21%,7%

# Additional structures:
Compound,KB-3-1 tox,KB-V1 cytotox,GLP1R ag,HT1080NT lethal,SW480 rerep,TDP-43 yeast inh,HEK293 tox,HT1080 IDH1KD tx,GLP1R inv ag
CN(C)CCNS(=O)(=O)c1ccc(Cl)cc1,10%,15%,1%,16%,1%[9.22 µM],-5%,-2%,25%,2%
COc1ccc(CNC(=O)c2cc3c(=O)n4ccccc4nc3n(Cc3cccnc3)c2=N)cc1,-7%,-39%,12%,4%,18%,-13%,18%,-6%,0%
CCn1nc(C(=O)OCC(=O)NCCN2C(=O)CSC2=O)c2ccccc2c1=O,5%,1%,11%,-2%,0%[9.22 µM],-4%,73%[activator],2%,19%
COC(=O)c1ccc(C2C(C(=O)OCC(C)C)=C(C)N=C3SCCC(=O)N32)cc1 (stereo not given),-3%,?,2%,?,-6%,8%,-9%,-6%,1%
CCn1c(NCCO)nc2c(c1=O)C(C)(CC)Cc1ccccc1-2 (stereo not given),-3%,-24%,-6%,?,-4%,-12%,9%,-29%,?

# In the list so far, 2 contain a cyano group:
Compound,KB-3-1 tox,KB-V1 cytotox,GLP1R ag,HT1080NT lethal,SW480 rerep,TDP-43 yeast inh,HEK293 tox,HT1080 IDH1KD tx,GLP1R inv ag
COc1ccc2oc(C(=O)OCC(=O)NC3(C#N)CCCC3)c(C)c2c1,6%,14%,-4%,1%,-1%,12%,1%,2%,4%
COc1ccc(/C=C(\C#N)C(=O)OCC(=O)Nc2ccc(-c3nc4ccc(C)cc4s3)cc2)cc1,-1%,8%,2%,-3%,16%,1%,6%,-2%,-2%

# High-throughput results deposited in PubChem by National Center for Advancing Translational Sciences (NCATS).
